Compound activity from PubChem.
NR2E3 ag: activates human photoreceptor nuclear receptor NR2E3 | Q9Y5X4 | GST-NR2E3/biotin-RetCOR TR-FRET, 1536-well | inhibition of corepressor binding, % at 4.78 µM | hit rate 0.12% among 320,000 | AID 2300;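 active means percent inhibition above the cutoff of mean plus 3 SD of all tested compounds, set per screening campaign, cut at about 20% in these data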;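 further: 0% = DMSO wells and 100% = biotin wells as full block of FRET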
Target sequence (Q9Y5X4 whole entry, looked up): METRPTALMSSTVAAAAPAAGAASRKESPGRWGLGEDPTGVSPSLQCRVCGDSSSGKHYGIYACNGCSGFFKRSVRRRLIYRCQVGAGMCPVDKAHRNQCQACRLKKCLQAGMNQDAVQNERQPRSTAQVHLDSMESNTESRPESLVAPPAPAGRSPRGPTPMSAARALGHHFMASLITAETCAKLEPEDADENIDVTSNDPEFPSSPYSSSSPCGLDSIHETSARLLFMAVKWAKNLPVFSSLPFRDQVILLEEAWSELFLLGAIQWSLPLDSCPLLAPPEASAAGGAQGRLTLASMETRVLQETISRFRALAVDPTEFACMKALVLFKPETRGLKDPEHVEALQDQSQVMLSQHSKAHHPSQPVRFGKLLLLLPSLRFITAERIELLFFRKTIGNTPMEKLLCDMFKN
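Test system: GST-NR2E3 and biotin-RetCOR proteins | Quantity: 1.35 nM GST-tagged NR2E3 final | Medium: Tris pH 7.5 | Also added: 7 nM biotin-RetCOR | Dosing: Compound at 4.8 µM, single dose | Timing: 5 h at 4 °C | Detection: Time-resolved FRET | Read-out basis: Percent inhibition | Benchmarks: Biotin wells as high control, 0.6% DMSO wells as low control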
Active calls of the source: *. The list is partial; count on the stated rates, not on these rows.

SMILES	NR2E3 ag
Cc1nc(NC(=O)c2ccccc2)sc1-c1csc(Nc2cccc(F)c2)n1	6
Cc1cc(C)c2[nH]c(O)c(N=NC(=O)c3cc4c(s3)CCCC4)c2c1	2
CC(=O)N1CCc2cc(C(=O)CN3CCN(C(=O)c4ccco4)CC3)ccc21	1
Cc1cccc(N2CCN(C(=O)c3ccc4c(c3)NC(=O)C(CSCc3cccc(F)c3)N4)CC2)c1C (centres undefined)	0
Cc1[nH]nc2nc3c(c(OC(=O)c4ccccc4)c12)c(=O)n(C)c(=O)n3C	3
O=C(Cc1cccs1)Nc1ccccc1-c1nc2ccccc2[nH]1	4
CC1CCc2sc(C(=O)OC(C)C(=O)Nc3ncc(Cl)cc3Cl)cc2C1 (centres undefined)	-4
Cc1ccccc1C1C(C#N)=C2NC(=O)c3c(sc4c3CCCCC4)N2C2=C1C(=O)CC(C)(C)C2 (centres undefined)	-1
O=c1oc2cc([N+](=O)[O-])ccc2nc1/C=C(O)/C=C/c1ccccc1	0
CC1(C)Cc2c(sc(NC(=O)c3ccco3)c2C#N)C(C)(C)N1	0
COc1ccc2c(c1)n([O-])c1c([n+]2=O)CCC1	4
CCCCCCCc1ccc(C2NC(=S)NC3=C2C(=O)c2ccccc23)cc1 (centres undefined)	-3
COc1ccc(NC(=S)Nc2ccc(C)c(S(=O)(=O)N3CCCCC3)c2)cc1	-1
Nc1ccc(O)c2ccccc12	0
C=C(NC(=O)C(=C)NC(=O)c1csc(C2=NC3c4csc(n4)C4NC(=O)c5csc(n5)C([C@@](C)(O)C(C)O)NC(=O)C5CSC(=N5)/C(=C\C)NC(=O)C(C(C)O)NC(=O)c5csc(n5)[C@]3(CC2)NC(=O)C(C)NC(=O)C(=C)NC(=O)C(C)NC(=O)C(C(C)CC)NC2C=Cc3c(C(C)O)cc(nc3C2O)C(=O)OC4C)n1)C(N)=O (some centres undefined)	0
Clc1cc(Cl)cc(C2=NCCC(c3ccccc3)O2)c1 (centres undefined)	1
COC(=O)[C@@H]1CC[C@H](C)[C@@H](c2ccc(C)cc2)N1C(=O)c1ccc(/C=N/O[C@@H](C)c2cn([C@H](CO)Cc3ccccc3)nn2)cc1	0
C=CCc1cccc([C@@H]2[C@@H](C)CC[C@H]3C(=O)N4[C@@H](c5cc(OC)c(OC)c(OC)c5)c5[nH]c6ccccc6c5C[C@H]4C(=O)N23)c1	4
CCc1ccc(-c2cc(C(=O)NCCCn3ccnc3)c3ccccc3n2)s1	1
CCN1CCC[C@H]1CNC(=O)c1cc(S(N)(=O)=O)ccc1OC	1
CCn1cc(C(=O)O)c(=O)c2cc3c(cc21)OCO3	0
C#CCOCCOCCOCCNc1nc(N2CCN(C(=O)CCCCCCCCCCNC(=O)[C@@H](CCSC)n3cc(CCO)nn3)CC2)nc(N2CCN(C(=O)CCCCCCCCCCNC(=O)[C@H]([C@@H](C)CC)n3cc(CCCCCN)nn3)CC2)n1	1
Nc1nc2nc(SCC(=O)N3CCCc4ccccc43)[nH]c2c(=O)[nH]1	2
CC(=O)OC[C@H]1O[C@H](C/C=N/OC[C@@H](O)[C@H]2O[C@@H]3OC(C)(C)O[C@@H]3[C@H]2O)C=C[C@@H]1OC(C)=O	-2
COc1ccc(CNC(=O)c2ccc(N3CCC4(CC3)CC(c3ccc(Cl)cc3)=NO4)c(N)c2)cc1	-3

New compounds follow.
SMILES	NR2E3 ag
O=C(CCl)c1ccc2c(c1)CCN2C(=O)C1CC1	-2
COC(=O)C(C#N)c1nc2ccccc2nc1N1CCN(Cc2ccc3c(c2)OCO3)CC1 (centres undefined)	0
CCN1C(=O)/C(=c2\s/c(=C3\Sc4ccccc4N3C)c(=O)n2C)N(C)C1=S	-1
CCOC(=O)N1CCC(NC(=O)c2ccc3c(c2)sc2nc(-c4ccc(OC)cc4)cn23)CC1	-2
Cc1cc(C(=O)NCC23CC4CC(CC(C4)C2)C3)c(C)o1	3
CC1(C)CC[C@@]23CC[C@]4(C)[C@@](OC2=O)(C3C1)[C@H]1O[C@H]1C1[C@@]2(C)CC[C@H](O)C(C)(C)C2CC[C@]14C (some centres undefined)	-2
Fc1ccccc1/C=N/Nc1nc(-c2ccccn2)nc2ccccc12	4
CC1(OC(=O)c2cnc3ccccc3n2)C(=O)C=C2C=C(c3ccc(C#N)cc3)OC=C2C1=O (centres undefined)	1
CC(=O)Cc1nnn(-c2cc(C)on2)n1	-2
CC1=NNC(=O)C1C(c1ccccc1)C1C(=O)NN=C1C (centres undefined)	2
COc1ccc2cc(/C=N/NC(=O)CN(c3ccccc3)S(=O)(=O)c3ccccc3)c(Cl)nc2c1	3
CC(=O)Nc1ccc(OS(=O)(=O)c2ccc(C(C)(C)C)cc2)cc1	-2
Cc1sc2ncnc(SCC(=O)c3ccc(Cl)s3)c2c1C	0
CCC/C(=N/Nc1ccc(Cl)cc1)c1cnnc(-c2ccccc2)n1	-1
Cc1ccc(-c2ccc(/C=C(\C#N)C(=O)Nc3cc(C)nn3-c3ccccc3)o2)cc1	-1
CCOC(=O)CNC(=O)c1cc(C)oc1C	-2
O=C(O)C1=CC(=C(c2ccc(O)c(C(=O)O)c2)c2ccc(O)c(C(=O)O)c2)C=CC1=O	30*
COC(=O)c1sc2ncn(N)c(=O)c2c1C	2
O=C(Cn1c(=O)c(=O)n(Cc2ccccc2)c2ccc(Cl)cc21)Nc1cc(F)ccc1F	4
Cc1cc(C)c(S(=O)(=O)Nc2cc(SCC(=O)O)c(O)c3ccccc23)cc1C	2
CCCC[C@@H]1C[C@H]1[C@@H](NC(=O)c1ccco1)c1ccccc1C(F)(F)F	2
CC(=O)Nc1ccc(Nc2ncnc3ccccc23)cc1	-5
O=C(CNC1CCCCCC1)Nc1ccc(N2CCCC2)cc1	-3
Brc1cccc(/C=N/Nc2nc(N3CCCCC3)nc(N3CCCCC3)n2)c1	-3
N#CCOc1ccc2oc(-c3ccco3)cc(=O)c2c1	1

An excerpt from above in order of SMILES length, falling.
SMILES	NR2E3 ag
COc1ccc2cc(/C=N/NC(=O)CN(c3ccccc3)S(=O)(=O)c3ccccc3)c(Cl)nc2c1	3
CC1(OC(=O)c2cnc3ccccc3n2)C(=O)C=C2C=C(c3ccc(C#N)cc3)OC=C2C1=O (centres undefined)	1
CCOC(=O)N1CCC(NC(=O)c2ccc3c(c2)sc2nc(-c4ccc(OC)cc4)cn23)CC1	-2
CCCC[C@@H]1C[C@H]1[C@@H](NC(=O)c1ccco1)c1ccccc1C(F)(F)F	2
CCN1C(=O)/C(=c2\s/c(=C3\Sc4ccccc4N3C)c(=O)n2C)N(C)C1=S	-1
COC(=O)C(C#N)c1nc2ccccc2nc1N1CCN(Cc2ccc3c(c2)OCO3)CC1 (centres undefined)	0
Fc1ccccc1/C=N/Nc1nc(-c2ccccn2)nc2ccccc12	4
CC1=NNC(=O)C1C(c1ccccc1)C1C(=O)NN=C1C (centres undefined)	2
O=C(CNC1CCCCCC1)Nc1ccc(N2CCCC2)cc1	-3
O=C(CCl)c1ccc2c(c1)CCN2C(=O)C1CC1	-2
CC(=O)Nc1ccc(Nc2ncnc3ccccc23)cc1	-5
COC(=O)c1sc2ncn(N)c(=O)c2c1C	2
CCOC(=O)CNC(=O)c1cc(C)oc1C	-2

Next results follow.
SMILES	NR2E3 ag
Cn1cc([N+](=O)[O-])c(C(=O)Nc2cc(Oc3cccnc3)cc([N+](=O)[O-])c2)n1	1
COC(=O)/C=C1\C(=O)N(c2nc3ccc(OC)cc3s2)C(=S)N1c1ccc(F)cc1	3
CC(=O)N1CCN(CC(=O)O)CC1	2
CC1=CC(C#N)(C#N)C(C#N)(C#N)C(c2ccccc2)N1 (centres undefined)	1
N#CCCN(Cc1cccnc1)C(=S)NC(=O)C1CC1	0
CCN(CC)S(=O)(=O)c1ccc(OC)c(NC(=O)C(Cc2ccccc2)N2C(=O)c3ccccc3C2=O)c1 (centres undefined)	-1
Cc1ccc(-n2c(SC3CCOC3=O)nc3ccccc3c2=O)cc1 (centres undefined)	3
COc1ccc(/C=C2/C(=N)N3C(=NC2=O)Sc2cc(S(C)(=O)=O)ccc23)cc1OC	0
CC(=O)c1cc2c(cc1NC(=O)CSc1nc3ccccc3[nH]1)OCO2	1
CCOc1ccc(C2C=C(c3ccccc3)Nc3ncnn32)cc1 (centres undefined)	1
COc1cccc(C(=O)NN2CC(O)=C(c3nc4ccccc4n3C)C2=N)c1	2
COC(=O)[C@@]1(Cc2ccc(F)cc2)[C@H]2c3cc(C(=O)N4CCCC4)n(CCc4ccc(O)c(O)c4)c3C[C@H]2CN1C(=O)c1ccccc1	1
Cc1nn(-c2ccccc2)c(Cl)c1/C=N/NC(=O)c1ccc(NS(=O)(=O)c2cccs2)cc1	1
COC(=O)c1c(N2C(=O)[C@H]3[C@@H](C2=O)[C@]2(C(=O)Nc4ccc(C)cc42)N2CCC[C@@H]32)sc(C)c1C	-3
COC(=O)CCCC1=CC2=CC(=O)C(C)(O)C(=O)C2=CO1 (centres undefined)	-3
Cc1csc(NC(=O)c2ccc(C(=O)Nc3nc(C)cs3)cc2)n1	4
COCCN1C(=O)c2ccccc2C(C(=O)NCCCN2CCCC2)C1c1c[nH]c2ccccc12 (centres undefined)	-2
CN(C)c1ccc(/C=N/NC(=O)c2ccc(CN3C(=O)c4cccc5cccc3c45)cc2)cc1	0
Cc1nc2ccc(CN(C)c3ccc(C(=O)N[C@@H](CCC(=O)O)C(=O)O)s3)cc2c(=O)[nH]1	-2
Cn1c(SCC(=O)Nc2ccc3nc(SCC(=O)N4CCCC4)sc3c2)nnc1-c1ccccc1	2
Cc1cc2cc(CNC(=O)c3cc4ccccc4o3)ccc2n1C	5
O=C(CSc1nc(C2CC2)nc2ccccc12)NCc1ccc2c(c1)OCO2	-113
Cc1ccc(-c2ccc(SCC(=O)N3CCCc4ccccc43)nn2)cc1	-3
COc1cc(/C=C2\SC(=S)NC2=O)ccc1OS(=O)(=O)c1ccccc1	-1
CCCCNC(=O)Oc1c(Br)cc2sc(=O)oc2c1Br	1

The closing 2 entries of the section above open the next one:
SMILES	NR2E3 ag
COc1cc(/C=C2\SC(=S)NC2=O)ccc1OS(=O)(=O)c1ccccc1	-1
CCCCNC(=O)Oc1c(Br)cc2sc(=O)oc2c1Br	1
COc1ccccc1NC(=O)c1c(N=Cc2ccccc2O)cnn1C	-1
CN1CCc2nc(SCC(=O)Nc3ccc(F)cc3)c(C#N)cc2C1	1
O=C1CN(c2nc(-c3ccccc3)c3cc(Br)ccc3n2)c2ccccc2N1	1
CC1CCC2C(C1)OS(=O)(=O)NC2(C)C (centres undefined)	1
CCCCN1CCCC1CNC(=O)c1cc(C#N)c2ccccc2c1OC (centres undefined)	3
Cc1ccccc1Nc1nc(-c2sc(NC(=O)c3ccc([N+](=O)[O-])cc3)nc2C)cs1	0
CC(O)c1cccc(NC(=O)Cc2cccc3ccccc23)c1 (centres undefined)	1
Cc1ccc2c(C)nc(Nc3ncc4c(n3)CCCC4=O)nc2c1	1
O=C(CCC(=O)N1CCN(c2ccc(O)cc2)CC1)c1ccc(Br)cc1	0
CCc1cc2cc3c(cc2nc1SCC(=O)Nc1cc(OC)c(OC)cc1C(=O)O)OCO3	2
O=C(CSc1nnc(-c2ccncc2)n1CCc1ccccc1)N1CCCC1	1
CC1(O)C(=O)C=C2C=C(c3ccc(C#N)cc3)OC=C2C1=O (centres undefined)	2
COC(=O)c1cccc(Cn2cc([N+](=O)[O-])cn2)c1	4
Cc1noc(C)c1CSc1ncnc2sc3c(c12)CCC(C)C3 (centres undefined)	-1
CCNC(=S)N/N=C(\C)c1ccc2ccccc2c1	-3
COc1cc(CCC(=O)N2CCN(c3ccc(N4CCOCC4)nn3)CC2)cc(OC)c1OC	-1
CCOC(=O)c1cc(C(=O)c2ccccc2O)cn2c(=O)c3c(C)c(C)sc3nc12	-4
O=C(CSc1nnc(-c2ccc3c(c2)OCCO3)o1)NC1CCCCC1	0
CCCCC1=CC2=CC(=O)C(C)(OC(=O)CCC(=O)OC)C(=O)C2=CO1 (centres undefined)	1
C#CCOCCOCCOCCNc1nc(N2CCN(C(=O)C(Cc3ccc(O)cc3)n3cc(C(N)CC(C)C)nn3)CC2)nc(N2CCN(C(=O)C(Cc3cc4ccccc4[nH]3)n3cc(C(N)C(C)CC)nn3)CC2)n1 (centres undefined)	-5
COc1ccc(-n2c(C)nc3sc4c(c3c2=O)CCCC4)cc1	5
COC(=O)c1cc(S(=O)(=O)n2nc(C)cc2C)c(Cl)cc1Cl	1
CC(=O)Nc1cccc(-c2nnc3c4ccccc4c(C)nn23)c1	0
O=C(O)CCCNc1cc(N2CCC3(CC2)OCCO3)c2noc3c2c1C(=O)c1ccccc1-3	-17
CC(C)c1ccccc1NC(=O)COc1ccc2c(=O)c(Oc3ccc4ccccc4c3)coc2c1	-3

(next part)
SMILES	NR2E3 ag
CC(=O)CCCCn1cnc2c1c(=O)n(C)c(=O)n2C	-1
COc1ccc2nc(Nc3nc(CSc4nnc(C)s4)cc(=O)[nH]3)nc(C)c2c1	0
O=C(Nc1ccccc1-c1nc2ccccc2[nH]1)c1sc2ccccc2c1Cl	-1
COC/C=C/C1=CC2=CC(=O)C(C)(OC(=O)c3cnc4ccccc4n3)C(=O)C2=CN1C1CCCCC1 (centres undefined)	-4
CS(=O)(=O)/C(C#N)=C\c1cnc(S(=O)(=O)c2ccccc2)s1	-2
O=S(=O)(NCc1cccs1)c1ccc(Br)s1	1
O=C(NCc1ccco1)c1cc2c(s1)CSC2	3
CC(C(=O)Oc1ccc2c(c1)OCO2)N1C(=O)c2ccccc2C1=O (centres undefined)	-3
COc1ccc(OC)c(N2C(N)=C(C#N)C(c3ccc(OC)c(O)c3)C3=C2CC(C)(C)CC3=O)c1 (centres undefined)	-2
Cc1cc2c(cc1C)-c1nnc(-c3ccc4ccccc4n3)n1C(C)(C)C2	3
CCOc1ccccc1N1CCN(C(=O)Nc2ccc(Cl)c(Cl)c2)CC1	1
C=CCC(NCc1ccco1)c1ccc(OC)cc1OC (centres undefined)	-1
Cc1ccc(S(=O)(=O)/N=C2/C=C(Sc3ncn[nH]3)C(=O)c3ccccc32)c(C)c1	4
